Compound activity as filed in PubChem BioAssay.
hERG rescue = hERG (human) protection from proarrhythmic block; Q12809; 0.51% of 310,000 active; activation (rescue from dofetilide block), less the hit threshold, % at 10 µM; CHO-hERG, FluxOR thallium flux, dofetilide IC70 present;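 active = activation above the mean of controls blocked by dofetilide plus 5 SD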;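 note: thallium influx through hERG after potassium depolarization seen as dye fluorescence rise; in these data hits start at about 4.7%; inactives centre near -7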
Target sequence (Q12809 whole entry, looked up): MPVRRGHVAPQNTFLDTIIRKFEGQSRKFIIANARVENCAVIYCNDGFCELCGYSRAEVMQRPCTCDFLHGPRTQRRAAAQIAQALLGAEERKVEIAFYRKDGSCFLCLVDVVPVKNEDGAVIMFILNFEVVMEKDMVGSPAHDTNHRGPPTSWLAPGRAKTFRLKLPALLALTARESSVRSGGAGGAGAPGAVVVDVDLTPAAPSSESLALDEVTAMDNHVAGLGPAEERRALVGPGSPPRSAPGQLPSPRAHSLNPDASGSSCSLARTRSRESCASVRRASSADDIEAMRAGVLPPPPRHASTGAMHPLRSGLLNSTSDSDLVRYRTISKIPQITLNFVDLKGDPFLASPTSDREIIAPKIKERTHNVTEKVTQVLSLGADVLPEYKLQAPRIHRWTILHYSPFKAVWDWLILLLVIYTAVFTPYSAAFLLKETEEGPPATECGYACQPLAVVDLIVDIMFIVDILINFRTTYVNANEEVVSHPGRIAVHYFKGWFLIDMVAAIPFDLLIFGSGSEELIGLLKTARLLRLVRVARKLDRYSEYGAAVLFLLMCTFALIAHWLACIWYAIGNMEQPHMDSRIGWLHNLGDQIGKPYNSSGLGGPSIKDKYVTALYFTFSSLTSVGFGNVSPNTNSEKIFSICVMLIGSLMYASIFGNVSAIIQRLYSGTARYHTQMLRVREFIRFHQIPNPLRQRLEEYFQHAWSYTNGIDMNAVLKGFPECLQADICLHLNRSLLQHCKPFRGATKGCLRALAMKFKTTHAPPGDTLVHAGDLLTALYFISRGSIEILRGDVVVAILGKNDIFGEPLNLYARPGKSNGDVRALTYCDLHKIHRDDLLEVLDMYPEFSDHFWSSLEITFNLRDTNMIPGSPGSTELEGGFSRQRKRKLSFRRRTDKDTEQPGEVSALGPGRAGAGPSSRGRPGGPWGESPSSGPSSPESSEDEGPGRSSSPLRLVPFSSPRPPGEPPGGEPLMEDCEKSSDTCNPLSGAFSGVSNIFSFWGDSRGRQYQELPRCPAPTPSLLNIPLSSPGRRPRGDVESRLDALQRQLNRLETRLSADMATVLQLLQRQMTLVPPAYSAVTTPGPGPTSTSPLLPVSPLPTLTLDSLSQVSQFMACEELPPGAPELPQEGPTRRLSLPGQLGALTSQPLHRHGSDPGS
KCNQ1 block = human KCNQ1 channel inhibition; 1.3% of 310,000 active; AID 2642; P51787; B-score at 10 µM; CHO-K1 KCNQ1, FluxOR thallium flux fluorescence; active compounds read high;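 active = compounds whose thallium flux B-score, printed positive for inhibition, exceeds three library SD while starting fluorescence stays within three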;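 note: channel opened by potassium depolarization with thallium stimulus after 20 min compound exposure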
GSK3A inh = blocks human GSK-3 alpha kinase; 0.1% of 320,000 active; inhibition, % at 10 µM; P49840; ADP-Glo luminescence, 60 min;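 in the data active = inhibition above about 50%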;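 note: GST-tagged GSK-3 alpha with peptide substrate and 25 µM ATP; 0% = DMSO neutral wells and 100% = GW8510 positive control wells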
KCNK9 inh = blocks the human KCNK9 two-pore domain potassium channel; AID 488922; Q9NPC2; HEK293 KCNK9, FluxOR thallium flux fluorescence; active compounds read low; 1.2% of 310,000 active; B-score at 10 µM;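 active = ratio B-score over 3 SD below the library mean, with starting fluorescence within 5 SD of its mean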;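 note: negative B-score means less thallium flux so channel inhibition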
GSK3B inh = inhibitors of human GSK3beta kinase; P49841; GST-GSK3beta kinase, ADP-Glo luminescence, 60 min; active compounds read low; activity score (negative = inhibition), % at 10 µM; 0.038% of 300,000 active; AID 2097;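 active = more than half of replicate wells score below -50%, meaning over 50% inhibition versus plate controls; inconclusive = some replicates but at most half score below -50%; inactive = no replicate scores below -50%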;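 note: 0% = median DMSO wells and -100% = median GW8510 positive control wells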
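Test system: GST-fused GSK3beta enzyme, cell-free | Quantity: 1.6 ng GST-GSK3beta enzyme per well | Reagent: 25 µM ATP with peptide substrate | Schedule: 60 min enzyme reaction, room temperature | Signal: Luminescent ADP-Glo measurement of ADP formed | Read-out basis: Score relative to plate controls | Control set: DMSO and 20 µM GW8510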
RGS4 pot = potentiators or activators of RGS4; AID 463111; HEK293 M3R/inducible RGS4, carbachol calcium flux Fluo4; active compounds read low; B-score at 10 µM; 0.92% of 310,000 active;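 active = B-score of the integrated calcium signal more than 4 SD below the library mean, with starting fluorescence not abnormally high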;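 note: negative B-score means reduced calcium response which marks RGS4 activation or potentiation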
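Material: M3R-expressing HEK293 line, RGS4 induced by doxycycline | Schedule: Overnight RGS4 induction, 30 min dye load 37 °C, 20 min compound RT | Measured by: Fluo4 fluorescence kinetic imaging of calcium | Read-out: Integrated calcium ratio converted to B score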
HDAC3 inh = blocks human histone deacetylase 3. recombinant HDAC3, fluorogenic peptide/trypsin coupled, fluorescence. inhibition, % at 8.3 µM. 0.15% of 320,000 active. AID 2718; in the data active = inhibition above about 26%, passing the limit was not always enough; inconclusive = no clear call, values can overlap the other calls
PolyA inh = inhibitors of polyadenylation in S. cerevisiae | calls only at 12 µM | 0.02% of 300,000 active | AID 1875 | S. cerevisiae SKY197-pL101 polyadenylation reporter, beta-gal luminescence; efflux-impaired pdr1/pdr3 knockout yeast; score 100 = 6 SD above DMSO;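 active = lowest replicate activity score at least 50, where 100 means six control SD above control mean; inconclusive = lowest score under 50 but half or more replicates reach 50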;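 note: yeast exposed to compound for 9 h at 30 °C; higher score means more reporter readthrough which indicates perturbed polyadenylation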
KCNK3 inh = human KCNK3 channel inhibition, primary screen. O14649. CHO-KCNK3 thallium flux, FluxOR fluorescence; active compounds read low. B-score at 10 µM. 0.84% of 340,000 active;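 active = B-score under library mean minus 4 SD, starting fluorescence ratio at most library mean plus 5 SD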;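 note: more negative B-score means stronger inhibition of thallium flux through KCNK3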
KCNQ1 act = human KCNQ1 channel potentiation or activation; P51787; CHO-K1 KCNQ1, thallium flux FluxOR fluorescence; active compounds read high; B-score at 10 µM; 0.35% of 310,000 active; AID 2648;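 active = fluorescence ratio B-score, a plate-corrected score, at least three library SD, with initial intensity B-score within 5 SD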
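Test system: CHO-K1 cells stably expressing KCNQ1 / Medium: assay buffer / Also added: depolarizing K+/Tl+ stimulus, K2SO4 and Tl2SO4 each 12.5 mM in 5x stock / Incubation: 90 min dye loading and 20 min compound exposure, both at room temperature / Signal: thallium influx via FluxOR fluorescence, kinetic imaging / Evaluation: B score of baseline-normalized fluorescence ratio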
Dyrk1A ADPGlo = inhibitors of rat Dyrk1A kinase. ADP-Glo luminescence, NFATc1 peptide. Q63470. inhibition, % at 12.5 µM. 0.43% of 310,000 active; in the data active = inhibition above about 50%;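 note: plate controls were vehicle with enzyme for no effect and no enzyme for full effect; many of its hits are not listed in these tables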
Active calls of the source: *; i = inactive; ? = inconclusive; . = not tested or not shown. This is a subset (hit frequency here may not be typical).

SMILES	Dyrk1A ADPGlo	hERG rescue	KCNQ1 block	RGS4 pot	GSK3B inh	KCNK9 inh	KCNK3 inh	HDAC3 inh	KCNQ1 act	PolyA inh	GSK3A inh
Fc1ccc(NC(=S)Nc2ccc(Cl)cc2Cl)cc1	.	-8	i	i	-1	i	.	-6	i	i	0
Cc1nnc(-c2ccc(Cl)cc2)[nH]c1=O	2	-4	i	i	-1	i	i	-6	i	i	-4
O=C1NC(=O)/C(=C/c2cccc([N+](=O)[O-])c2)N1	8	-4	i	i	-1	i	i	6	i	i	9
O=C(Nc1cccnc1)C1CC(c2ccccc2O)=NO1 (centres undefined)	-2	-9	i	i	-1	i	i	1	i	i	-1
COc1ccccc1N1CCN(CC(O)COc2ccc(C)cc2C)CC1 (centres undefined)	-1	-6	i	i	6	i	i	1	i	i	-4
Cc1ccc(S(=O)(=O)N(Cc2cccc(F)c2)C(=O)N2CCN(C)CC2)cc1	-11	-12	i	i	0	i	i	0	i	i	1
COC(=O)CSc1nnc(-c2sc3cc(OC)ccc3c2Cl)n1C	5	-6	i	i	-20	i	i	0	i	i	-3
CCCCCCOc1ccc(N2C(=O)CC(NCc3ccc(S(N)(=O)=O)cc3)C2=O)cc1 (centres undefined)	-6	-5	i	i	0	i	i	2	i	i	1
COc1ccc(C(=O)CC(=O)C(=O)Nc2ccccc2OC)cc1	-1	1	i	i	-3	i	i	-4	i	i	0
O=C(O)c1ccc(S(=O)(=O)Nc2ccc3c(c2)OCCO3)cc1	10	-18	i	i	-5	i	i	-2	i	i	0
O=C(NCC(=O)N(c1ccc(Cl)cc1)C(C(=O)NC1CCCC1)c1cccnc1)c1ccco1 (centres undefined)	4	-8	i	i	-4	i	i	3	i	i	-4
CCc1cccc(C)c1NC(=O)CN1C(=O)NC(Cc2ccccc2)C1=O (centres undefined)	-3	-8	i	i	1	i	i	-9	i	i	-2
COc1ccc(C(c2c(NC(C)=O)sc3c2CCCC3)N2CCN(CCO)CC2)cc1OC (centres undefined)	-4	-5	i	i	0	i	i	0	i	i	-2
COc1cccc(CN2CCN(Cc3cccc4nonc34)CC2CCO)c1 (centres undefined)	1	-3	i	i	0	i	i	-2	i	i	-2
CN(C)S(=O)(=O)c1cccc(NC(=O)CC23CC4CC(CC(C4)C2)C3)c1	-2	-8	i	i	-2	i	i	1	i	i	-4
FC(F)(F)c1ccc2c(c1)N1CCCC1CN2 (centres undefined)	-1	-10	i	i	5	i	i	5	i	i	0
COC(=O)c1[nH]c2cc(OC)ccc2c1NC(=O)CN1CCC(C(N)=O)(N2CCCCC2)CC1	-5	-6	i	i	-4	i	i	-1	i	i	-1
COCCNC(=S)N1CCC(Cc2ccccc2)CC1	-2	-5	i	i	1	i	i	-2	i	i	0
CC(=O)NNC(=S)Nc1cccc(F)c1	.	-11	i	i	1	i	i	3	i	i	-4
COc1cc(/C=N/Nc2ccccc2)ccc1O	.	-9	i	i	-3	i	i	0	i	i	-2
O=C(NCc1cn2ccsc2n1)c1cccs1	-6	-10	i	i	-1	i	i	-1	i	i	2
O=S1(=O)N=C(N(CCO)/N=C/c2ccc(Br)cc2)c2ccccc21	6	-6	i	i	-1	i	i	-3	i	i	-1
CCCOc1ccc(C(=O)NCC(c2cccs2)N(C)C)cc1OC (centres undefined)	-8	-4	i	i	0	i	i	-2	i	i	-2
CCOC(=O)CN(C(=O)COc1nc(-c2ccccc2)cc(C)c1C#N)c1ccc(F)cc1	-10	-8	i	i	1	i	i	-3	i	i	0
COc1cc(N)c(Cl)cc1Cl	3	-3	i	i	-1	i	i	6	i	i	1
O=C(Nc1nccs1)c1cccc2ccccc12	0	-6	i	i	1	i	i	-4	i	i	3
Cc1ccc(Nc2nc(-c3sc(NC(=O)c4cccc(Cl)c4)nc3C)cs2)cc1	.	-7	i	i	4	i	.	?	i	i	-1
CCOc1ccc(CN2CCNC(=O)C2CC(=O)NCc2cc(C)n(C)n2)cc1 (centres undefined)	-1	-13	i	i	-3	i	i	-5	i	i	-1
COCCn1c(=O)[nH]c2cc(C(=O)Nc3cccc(F)c3)ccc2c1=O	3	-12	i	i	-1	i	i	2	i	i	-2
COCCn1cnc2c1c(=O)n(CC#N)c(=O)n2Cc1ccccc1	1	-3	i	i	-1	i	i	-5	i	i	-2
Cc1ccc(NC(=O)CC2(CC(=O)O)CCCC2)c(C)c1	2	-2	i	i	1	i	i	-7	i	i	-4
O=C1CCC(=O)N1c1ccccc1	4	-7	i	i	3	i	i	-6	i	i	-5
Cc1oc(-c2cccs2)nc1CN1CCC(C(=O)N2CCCC2)CC1	3	-2	i	i	2	i	i	-2	i	i	0
O=C(Nc1ccc(O)cc1)c1ccc(NC(=O)c2ccco2)cc1	-9	-4	i	i	1	i	i	-2	i	i	1
COc1cc(Cl)ccc1OCc1cc(C(=O)N2CCN(C)CC2)no1	3	-4	i	i	-2	i	i	0	i	i	-1
Cc1cc(C)c2c(N)c(C(=O)N/N=C/c3cccnc3)sc2n1	.	-11	i	i	1	i	i	-2	i	i	2
Cc1cc(NC(=O)Nc2c[nH]c(=O)[nH]c2=O)ccc1Br	2	0	i	i	-2	i	i	1	i	i	-2
COc1ccc(CN(CC2CCC(C(=O)O)CC2)C(=S)Nc2ccccc2C)cc1 (centres undefined)	-5	-8	i	i	2	i	i	1	i	i	-1
COc1cc2c(cc1OC)n(CC(=O)NC1CCCCCC1)n1c(C)cc(=O)nc21	-1	-6	i	i	1	i	i	-35	i	.	-1
CCO[C@@H]1OC(C(=O)N2CCOCC2)=C[C@H](c2ccc(C(F)(F)F)cc2)[C@H]1CCCO	-2	-5	i	i	7	i	i	-1	i	i	-1
CC(=O)c1ccc(C)cc1OC(=O)c1cccc(F)c1	-2	-3	i	i	3	i	i	5	i	i	5
COc1cccc(CC(=O)N2CCCC(CCC(=O)N3CCN(c4ccccn4)CC3)C2)c1 (centres undefined)	0	-10	i	i	-6	i	i	-13	i	i	-2
COc1cc(/C=C2\SC(=O)N(c3ccccc3Cl)C2=O)cc([N+](=O)[O-])c1O	-3	-11	10*	i	-2	i	i	.	i	i	.
COc1ccc(S(=O)(=O)N2CCCC2)cc1NC(=O)c1ccccc1	1	-4	i	i	3	i	i	1	i	i	-1
COc1ccc(/C=N/Nc2nc(C)nc(N)n2)cc1	4	-10	i	i	-2	i	i	-3	i	i	-1
Cn1ccnc1COc1ccc(/C=N/O)cc1	-5	-10	i	i	0	i	i	-2	i	i	3
O=C(CCNS(=O)(=O)c1ccccc1)N1CCCC1	-1	-4	i	i	0	i	i	1	i	i	-3
CC1(C)CC(=O)C(=Cc2cn(CCC#N)nc2-c2ccc(F)cc2)C(=O)C1	0	-10	i	i	3	i	i	0	i	i	1
CN(CC(=O)N1CCCCCC1)S(=O)(=O)c1ccc(Br)cc1	-7	-10	i	i	-5	i	i	-4	i	i	-2
CCCCOc1ccc(C(=O)N2CCC(C)CC2)cc1	0	-6	i	i	1	i	i	2	i	i	-1
CCOc1ccc(S(=O)(=O)Nc2ccc(O)c(Sc3ncn[nH]3)c2)cc1	-2	3	i	i	2	i	i	2	i	i	-3
CCCCc1ccc(NC(=O)C(C)CC)cc1 (centres undefined)	-7	-14	i	i	-1	i	i	-1	i	i	1
Cc1noc(C)c1COc1ccccc1C(=O)NC1CCC(C)CC1 (centres undefined)	8	-14	i	i	-4	i	-10*	-1	i	i	2
CC1(C)C(c2cccs2)=[N+]([O-])C2(CCCCC2=O)N1O (centres undefined)	-3	-3	i	i	-1	i	i	10	i	i	1
CCC(=O)N1CCn2c1nc1ccccc12	6	-8	i	i	-1	i	i	3	i	i	0
NC(=S)N/N=C/c1ccc2ccccc2c1	2	-9	i	i	1	i	i	6	i	i	0

Remaining list, next part:
SMILES	Dyrk1A ADPGlo	hERG rescue	KCNQ1 block	RGS4 pot	GSK3B inh	KCNK9 inh	KCNK3 inh	HDAC3 inh	KCNQ1 act	PolyA inh	GSK3A inh
O=C(CSc1ccc2nnc(-c3cccs3)n2n1)N1CCCC1	.	-10	i	i	-6	i	i	-7	i	i	0
Fc1ccc(-c2csc(N3CCC(c4ccccc4)C3)n2)cc1 (centres undefined)	2	-19	i	i	3	i	i	4	i	i	3
CCN1CCN(CC(O)COc2cccc(OC)c2)CC1 (centres undefined)	3	-3	i	i	-1	i	i	2	i	i	-2
Cc1ccc2c(c1)nc(NCCCO)n2C	5	.	.	.	4	.	i	4	.	i	1
CCCn1c(SCC(=O)NC23CC4CC(CC(C4)C2)C3)n[nH]c1=O	12	-6	i	i	0	i	i	10	i	i	-1
COc1ccc(-n2c(Cc3cccn3C)nnc2SCC(=O)N2CCCC2)cc1	17	-11	i	i	2	i	i	9	i	i	.
O=C(Cc1ccccc1[N+](=O)[O-])NCCC1=CCCCC1	5	-11	i	i	0	i	i	4	i	i	-1
CCOC(=O)C1=C(C(F)(F)F)Nc2ncnn2C1c1cc(OC)c(OC)cc1OC (centres undefined)	-4	-4	i	i	1	i	i	.	i	i	0
S=C(NCCc1ccccc1)NCCN1CCOCC1	.	0	i	i	0	i	i	-2	i	i	1
Cc1nc2ccc(NC(=O)Cc3cccs3)cc2s1	-1	-9	i	i	1	i	i	-8	i	i	-1
COc1cc(OC)c(N(C)C(=O)c2cc3c(s2)-c2ccccc2S(=O)(=O)C3)cc1Cl	-17	-9	i	i	3	i	i	7	i	i	2

3 structures out of the list, arranged by count of non-hydrogen atoms, highest first:
SMILES	Dyrk1A ADPGlo	hERG rescue	KCNQ1 block	RGS4 pot	GSK3B inh	KCNK9 inh	KCNK3 inh	HDAC3 inh	KCNQ1 act	PolyA inh	GSK3A inh
CCOC(=O)C1=C(C(F)(F)F)Nc2ncnn2C1c1cc(OC)c(OC)cc1OC (centres undefined)	-4	-4	i	i	1	i	i	.	i	i	0
Cc1nc2ccc(NC(=O)Cc3cccs3)cc2s1	-1	-9	i	i	1	i	i	-8	i	i	-1
Cc1ccc2c(c1)nc(NCCCO)n2C	5	.	.	.	4	.	i	4	.	i	1
